Screening results: PubChem, several laboratories
West Nile virus CPE = West Nile virus antiviral activity, cell-based, CPE readout (AID 1621); West Nile virus-infected cells, CPE inhibition; higher % means a stronger effect; CPE inhibition, % at 10 µM; hits with a dose series show IC50 in µM; hit rate 0.02% among 290,000; in the data active = a potency from the dose series; also: strong numbers were not always called active
PhoP inhibition = inhibitors of PhoP regulon expression, primary screen, Salmonella Typhimurium, GFP reporter (AID 1863); hit rate 0.16% among 300,000; one-dose inhibition, % at 50 µM; IC50 in µM for titrated hits; S. Typhimurium PhoP-regulated promoter GFP reporter, 4 h; higher % means a stronger effect;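 active = inhibition over 29.93%, a cutoff 3 SD above the screen mean, later confirmed by dose response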;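 also: 0% = low Mg2+ inducing control and 100% = high Mg2+ repressing control; strong numbers were not always called active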
Insulin prom up = insulin promoter activators in MIN6 cells, imaging, high-content screening, mouse beta cells; MIN6 insulin promoter-GFP reporter; hits give high values; hit rate 0.3% among 190,000; z-score at 5 µM;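 active = z-score above 3 at 5 µM with at least 500 cells counted in the well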
Large T inhibition = SV40 large T antigen inhibitors, biochemical (AID 1903). hit rate 0.39% among 310,000. SV40 large T antigen ATPase/helicase inhibition assay; higher % means a stronger effect. inhibition, % at 20 µM, or IC50 in µM where a hit was titrated; in the data active = a potency from the dose series; also: strong numbers were not always called active
RSV CPE inhibition = RSV antiviral activity via CPE protection, HEp-2 cells, primary 10 µM value included (AID 2391); CPE inhibition, % at 10 µM; hits with a dose series show IC50 in µM; HEp-2 cells, RSV-induced CPE inhibition; higher % means a stronger effect; hit rate 0.13% among 310,000; in the data active = a potency from the dose series; also: strong numbers were not always called active
PMI inhibitors = inhibitors of human PMI, primary screen, biochemical, fluorescence intensity, coupled assay (AID 1209) | purified PMI enzyme, coupled fluorescence intensity; higher % means a stronger effect | inhibition, % at 20 µM; hits with a dose series show IC50 in µM | hit rate 0.42% among 190,000;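 also: plate controls were DMSO vehicle for no effect and wells lacking substrate for full effect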
human PMI inhibitors = human PMI inhibitors, high substrate, primary screen, biochemical, fluorescence intensity, high mannose 6-phosphate (AID 1220); recombinant PMI enzyme, coupled fluorescence intensity; higher % means a stronger effect; inhibition, % at 20 µM; hits with a dose series show IC50 in µM; hit rate 0.66% among 190,000
ER stress rescue = rescue of cells from ER stress-induced death, primary screen, 384-well, CSM14.1, thapsigargin, ATP luminescence (AID 1222) | cellular ATP content (survival), % at 20 µM, or EC50 in µM where a hit was titrated | CSM14.1 thapsigargin-induced death rescue, ATP luminescence; higher % means a stronger effect | 190,000 tested, under 10 active;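 active = EC50 below 50 µM in the dose-response confirmation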;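 also: death triggered by thapsigargin at about 15 µM added after 2 h compound pretreatment; cell ATP read after overnight thapsigargin exposure of roughly 18 to 22 hours; normalized against plate controls of thapsigargin alone and 5% DMSO vehicle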
TNAP activators = human TNAP enzyme activators, primary screen, biochemical, luminescent, no phosphate acceptor, uHTS (AID 1001) | Alkaline phosphatase, tissue-nonspecific isozyme (Homo sapiens) | purified TNAP, luminescent activation assay, no phosphate acceptor; higher activation fold means a stronger effect | activation fold at 20 µM, or EC50 in µM where a hit was titrated | hit rate 0.03% among 200,000; in the data active = activation fold from about 3, or a potency from the dose series; inactive = the rest, 99 in 100 with activation fold below about 1.6; also: many of its hits are not listed in these tables
Insulin prom up cell count = second read-out of Insulin prom up, no call of its own (marks repeat the call); cell count; measured here: cytotoxicity, nuclei count;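 total cells summed across four imaged fields per well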
* hit, by the source's call; · = not tested or not shown. Rule as the data show it, unless noted: active = inhibition above about 50%; inactive = the rest.

SMILES	West Nile virus CPE	PhoP inhibition	Insulin prom up	Insulin prom up cell count	Large T inhibition	RSV CPE inhibition	PMI inhibitors	human PMI inhibitors	ER stress rescue	TNAP activators
COc1ccc(OCC(=O)N2CCOCC2)cc1	-0.8%	-8%	0.63	1304	17%	1.2%	3%	3%	-1.1%	1.1
CCOC(=O)/C(C#N)=C/Nc1ccsc1C(C)=O	0.1%	4%	-0.35	1106	4%	1.7%	·	·	·	·
COc1cc(/C=C(/NC(=O)c2ccccc2)C(=O)Nc2ccc(O)cc2)c([N+](=O)[O-])cc1OC	-0.2%	5%	-0.41	1516	24%	6.0%	15%	14%	-0.1%	1
CC(=O)N1c2ccc(S(=O)(=O)NCCC(=O)Nc3ccc(F)cc3)cc2CC1C (centres undefined)	-0.4%	-12%	·	·	7%	7.3%	·	·	·	·
COc1ccc(NC2=NCC(=O)N2c2ccccc2F)c(OC)c1	-0.3%	8%	-0.45	1204	10%	0.8%	-1%	1%	-2.3%	1.1
CN(C)c1nc(Oc2ccc(N)cc2)nc(N(C)C)n1	-0.2%	8%	-0.55	1798	2%	1.4%	6%	4%	-2.0%	1.1
CCOC(=O)CNC(=O)C1(c2ccccc2)CCCC1	-0.7%	11%	0.27	919	3%	1.0%	6%	4%	0.5%	1.1
Cn1c(SCC(=O)N2CCc3ccccc3C2)nnc1-c1cccs1	-0.5%	11%	0.37	1845	-2%	-0.1%	1%	-1%	-2.6%	1.2
Cc1ccc(NC(=S)N2CCN(S(=O)(=O)c3c(F)cccc3F)CC2)cc1C	1.0%	2%	0.26	1026	-5%	8.0%	14%	12%	-0.9%	1
Cc1ccc(C(=O)N/C(=C\c2ccco2)C(=O)NCc2cccnc2)cc1	1.4%	2%	0.89	1272	6%	0.9%	12%	19%	-2.1%	1.1
CCn1cc(C(=O)N[C@@H](CCSC)C(=O)NCCCOC)c(=O)c2cc3c(cc21)OCO3	-0.1%	-1%	·	·	9%	1.0%	·	·	·	·
Cc1ccc(CNC(=O)c2ccc(NC(=O)CCS(=O)(=O)c3cccs3)cc2)cc1	0.4%	20%	0.76	869	2%	2.7%	10%	4%	1.4%	1
COc1ccc(CCNC(=O)C2CCN(C(=O)c3ccc(F)cc3)CC2)cc1	-1.1%	4%	·	·	1%	0.1%	·	·	·	·
COc1ccccc1NC(=O)NC1CCCCCCC1	-0.6%	2%	·	·	12%	2.8%	·	·	·	·
O=C(O/N=C1/CCCc2occc21)c1ccc(F)cc1	0.0%	-4%	0.44	1575	5%	0.9%	-4%	1%	0.5%	1.1
CCOC(=O)C1CCN(C(=O)CCc2ccc(S(=O)(=O)NCC(C)C)cc2)CC1	-0.3%	6%	·	·	-1%	-1.0%	·	·	·	·
Cc1oc2c(cc(NS(=O)(=O)c3ccc(Cl)cc3)c3ccccc32)c1C(=O)O	0.4%	-2%	·	·	8%	7.0%	·	·	·	·
Cc1ncoc1C(=O)Nc1ncc([N+](=O)[O-])s1	0.3%	2%	-0.03	1339	18%	2.0%	1%	5%	·	0.9
COc1ccc(S(=O)(=O)Cc2ccc(C(=O)N3CCN(c4ccc(Cl)cc4)CC3)o2)cc1	-0.6%	4%	-0.73	971	1%	4.6%	13%	7%	1.2%	1.1
CCn1c(SCC(=O)Nc2ccc(NC(C)=O)cc2)nc2c1c(=O)n(C)c(=O)n2C	0.1%	0%	·	·	4%	0.8%	·	·	·	·
Cc1ccc(-c2nc(Nc3ccc(N4CCOCC4)cc3)c3ccccc3n2)cc1	3.3%	-5%	-0.96	1154	30%	62%	·	·	·	·
CCOc1ccc(S(=O)(=O)N2CCC(C(=O)N3CCOCC3)CC2)cc1C	-1.2%	1%	·	·	-7%	1.8%	·	·	·	·
CCn1nc(C(=O)OCC(=O)c2ccc3c(c2)OCCO3)c2ccccc2c1=O	0.3%	-6%	-0.08	992	-3%	1.4%	4%	1%	-3.6%	1.1
Cc1ccc(C=Nc2cccnc2N)cc1	-0.6%	-19%	-0.57	1205	18%	0.5%	30%	63%*	-0.8%	1.1
COc1cc(CN2CCCC(C(=O)N3CCc4ccccc4C3)C2)cc(OC)c1OC (centres undefined)	0.1%	-10%	·	·	8%	-0.1%	·	·	·	·

Exported with bars between the fields: 13 of the compounds above.
smiles | West Nile virus CPE | PhoP inhibition | Insulin prom up | Insulin prom up cell count | Large T inhibition | RSV CPE inhibition | PMI inhibitors | human PMI inhibitors | ER stress rescue | TNAP activators
COc1ccc(CCNC(=O)C2CCN(C(=O)c3ccc(F)cc3)CC2)cc1 | -1.1% | 4% | · | · | 1% | 0.1% | · | · | · | ·
COc1ccccc1NC(=O)NC1CCCCCCC1 | -0.6% | 2% | · | · | 12% | 2.8% | · | · | · | ·
O=C(O/N=C1/CCCc2occc21)c1ccc(F)cc1 | 0.0% | -4% | 0.44 | 1575 | 5% | 0.9% | -4% | 1% | 0.5% | 1.1
CCOC(=O)C1CCN(C(=O)CCc2ccc(S(=O)(=O)NCC(C)C)cc2)CC1 | -0.3% | 6% | · | · | -1% | -1.0% | · | · | · | ·
Cc1oc2c(cc(NS(=O)(=O)c3ccc(Cl)cc3)c3ccccc32)c1C(=O)O | 0.4% | -2% | · | · | 8% | 7.0% | · | · | · | ·
Cc1ncoc1C(=O)Nc1ncc([N+](=O)[O-])s1 | 0.3% | 2% | -0.03 | 1339 | 18% | 2.0% | 1% | 5% | · | 0.9
COc1ccc(S(=O)(=O)Cc2ccc(C(=O)N3CCN(c4ccc(Cl)cc4)CC3)o2)cc1 | -0.6% | 4% | -0.73 | 971 | 1% | 4.6% | 13% | 7% | 1.2% | 1.1
CCn1c(SCC(=O)Nc2ccc(NC(C)=O)cc2)nc2c1c(=O)n(C)c(=O)n2C | 0.1% | 0% | · | · | 4% | 0.8% | · | · | · | ·
Cc1ccc(-c2nc(Nc3ccc(N4CCOCC4)cc3)c3ccccc3n2)cc1 | 3.3% | -5% | -0.96 | 1154 | 30% | 62% | · | · | · | ·
CCOc1ccc(S(=O)(=O)N2CCC(C(=O)N3CCOCC3)CC2)cc1C | -1.2% | 1% | · | · | -7% | 1.8% | · | · | · | ·
CCn1nc(C(=O)OCC(=O)c2ccc3c(c2)OCCO3)c2ccccc2c1=O | 0.3% | -6% | -0.08 | 992 | -3% | 1.4% | 4% | 1% | -3.6% | 1.1
Cc1ccc(C=Nc2cccnc2N)cc1 | -0.6% | -19% | -0.57 | 1205 | 18% | 0.5% | 30% | 63%* | -0.8% | 1.1
COc1cc(CN2CCCC(C(=O)N3CCc4ccccc4C3)C2)cc(OC)c1OC (centres undefined) | 0.1% | -10% | · | · | 8% | -0.1% | · | · | · | ·

(continued)
SMILES	West Nile virus CPE	PhoP inhibition	Insulin prom up	Insulin prom up cell count	Large T inhibition	RSV CPE inhibition	PMI inhibitors	human PMI inhibitors	ER stress rescue	TNAP activators
CNC(=O)NC(=O)CN1C(=O)NC2(CCOc3ccccc32)C1=O (centres undefined)	-0.2%	0%	·	·	1%	0.7%	·	·	·	·
Cn1c(C(=O)N[C@@H](Cc2ccccc2)C(=O)O)cc2cc(Cl)ccc21	0.5%	-2%	·	·	8%	1.4%	·	·	·	·
COc1ccc(OC)c(NC(=O)c2ccc(CN(c3cc(Cl)ccc3C)S(=O)(=O)c3ccccc3)cc2)c1	-0.2%	-2%	-0.67	775	13%	1.8%	-3%	4%	-0.1%	0.9
Cc1nc(Nc2cc(F)ccc2C)c2nnn(Cc3ccccc3)c2n1	-2.2%	1%	·	·	17%	5.2%	·	·	·	·
Cc1ccc(C(C(=O)NC2CCCC2)N(C(=O)c2csnn2)c2ccccc2)o1 (centres undefined)	-0.6%	4%	·	·	5%	1.2%	·	·	·	·
O=c1c[n+]([O-])c2ccccc2n1OCc1c(F)cccc1F	0.9%	-20%	·	·	12%	4.2%	-16%	-20%	-0.8%	1.1
CCN(c1cccc(C)c1)C(C(=O)Nc1ccc(OC)cc1)c1cc2c(cc1[N+](=O)[O-])OCO2 (centres undefined)	-1.5%	-20%	-0.37	1380	9%	6.7%	32%	54%*	-2.0%	1
CCc1nn2c(=O)cc(CSc3nc(C)cc(=O)[nH]3)nc2s1	-0.2%	17%	0.44	929	9%	4.3%	-3%	2%	-1.0%	1.2
O=C(Nc1ccc(C(=O)O)cc1)Nc1cccc([N+](=O)[O-])c1	0.2%	16%	0.37	1328	21%	1.6%	-10%	-11%	-1.6%	1.2
Cc1cc(C(F)(F)F)c(C#N)c(N2CCOCC2)n1	0.1%	7%	0.2	1427	-3%	2.4%	-8%	-8%	-1.2%	1
CC(C)c1cc(C(=O)O)n(-c2ccccc2)n1	-0.2%	-7%	·	·	6%	1.2%	2%	0%	-1.1%	1.1
O=C(N=C1SC2CS(=O)(=O)CC2N1c1cc(Cl)ccc1Cl)C1CC1 (centres undefined)	-0.2%	-7%	·	·	11%	0.3%	·	·	·	·
Cc1ccc(S(=O)(=O)NC(=O)NCc2ccc3c(c2)OCO3)cc1	0.1%	-3%	-0.64	1294	10%	1.1%	9%	8%	-0.4%	1.1
CCOC(=O)c1cc(C(=O)NN)c(C)nc1C	-0.4%	-4%	0.36	1276	7%	0.3%	8%	-1%	-2.2%	1
O=C(COc1ccccc1)N(Cc1ccco1)c1ccc(O)cc1	0.5%	0%	·	·	3%	1.0%	5%	2%	-3.1%	1.1
CCN(CC)CCC(c1ccc(OC)cc1)c1c(O)cc(OC)cc1OC (centres undefined)	0.5%	1%	0.13	1067	1%	-2.5%	·	·	·	·
O=C(Nc1ccncc1)C1c2ccccc2Oc2ccccc21	-1.0%	27%	0.24	1253	10%	0.1%	4%	2%	·	1.1
Cc1ccc(S(=O)(=O)CC(=O)N2CCCCCC2)cc1	0.0%	4%	·	·	-12%	1.6%	7%	8%	-3.4%	1.1
C/C(=N\NC(=O)c1cc(C)[nH]n1)C(C)(C)C	-0.1%	-9%	0.4	1426	-7%	0.1%	-11%	-5%	-2.1%	1.1
COc1ccc(-c2nc(NC3=NCCCCC3)sc2C)cc1	-0.6%	9%	-0.59	1106	8%	-1.8%	-6%	-6%	0.6%	1.1
Cc1cc(Oc2ccccc2)nc(SCC(=O)Nc2ccc(Cl)c(Cl)c2)n1	-1.7%	10%	0.38	984	21%	0.0%	23%	18%	1.7%	1
CC(NC(=O)Nc1ccccc1)c1ccccc1 (centres undefined)	-0.1%	-1%	·	·	20%	1.4%	-10%	-9%	-3.8%	1.1
Cc1ccc(C(=O)NC2CCCCCC2)cc1S(=O)(=O)N1CCOCC1	-0.1%	-7%	·	·	3%	2.7%	·	·	·	·
Cc1ncsc1CCC(=O)N1CCCC(Nc2ccc(C(C)C)cc2)C1 (centres undefined)	-0.2%	-4%	·	·	27%	5.1%	·	·	·	·
